High-throughput results: PubChem BioAssay, several laboratories
LMP1 NFkB inh: Epstein-Barr LMP1 NF-kappaB reporter inhibition; LMP1-induced NF-kappaB luciferase reporter cells, luminescence; inhibition, % at 12.5 µM; 350,000 compounds, 0.69% hits; in the data active = inhibition above about 41%;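 also: 0% = neutral control wells and 100% = reference inhibitor control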
TRPM1 prom inh: inhibitors of MITF-driven TRPM1 promoter in melanoma cells | 330,000 compounds, 0.83% hits | SK-MEL-5 TRPM1 promoter luciferase, 24 h | inhibition, % at 12.5 µM;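 active = mean inhibition across replicates of 60% or more, whatever share of single replicates reaches that level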; also: values of inactives mirror those of a sister screen read the other way
Shn3 inh set2: Schnurri-3 reporter inhibition in Clone20 osteoblasts | 360,000 compounds, 0.52% hits | inhibition, % at 12.5 µM | Clone20 osteoblast Shn3 3'UTR firefly luciferase, 24 h;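 active = mean inhibition of at least 75% with every replicate also reaching 75%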;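 also: 0% = median of neutral control wells and 100% = pilot-screen positive control compound; some compounds past the cut are filed as inactive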
KKLEB cytotox: reduces viability of KKLEB cystic fibrosis airway cells; KKLEB CF airway cells viability, ATPlite luminescence, overnight; hits give low values; cells stimulated with P. aeruginosa culture filtrate; activity change (cytotoxicity), % at 5 µM; 360,000 compounds, 0.36% hits; AID 602141;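 active = corrected activity change at or below -50% at 5 µM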
CF NFkB block: inhibitors of cystic fibrosis induced NF-kB | KKLEB NF-kB-GFP reporter, PAF-induced, GFP fluorescence overnight | inhibition, % at 5 µM | 360,000 compounds, 0.86% hits;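 active = at least 50% inhibition at 5 µM, scaled per plate between neutral and stimulator controls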;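 also: PAF is a Pseudomonas aeruginosa culture filtrate used as stimulus; plate controls were PAF-stimulated DMSO wells for no effect and unstimulated DMSO wells for full effect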
hiPSC survival: hiPSC single-cell survival enhancement | AID 602274 | 360,000 compounds, 0.044% hits | survival enhancement, % at 20 µM | ATPlite luminescence; 100% = ROCK inhibitor wells, 0% = DMSO; in the data active = survival enhancement above about 18%;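 also: cells exposed to compounds for 16 hours before the ATP read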
Peg3 prom inh: Peg3 promoter activity inhibition | HeLa PEG-Prom luciferase reporter, luminescence, overnight | inhibition, % at 20 µM | 360,000 compounds, 1.7% hits;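 active = inhibition of at least 50% at 20 µM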
C8 TRAIL sens: caspase-8 TRAIL sensitization. NB7+C8 cells + TRAIL, ATPlite viability luminescence. inhibition (viability loss, TRAIL sensitization), % at 10 µM. 360,000 compounds, 1% hits. AID 624354;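 active = compounds causing at least 50% loss of cell viability in the single-dose screen, relative to plate controls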
HIF-2a block: HIF-2a inhibition | 360,000 compounds, 0.72% hits | inhibition, % at 18.8 µM | 786-0 RCC cells HIF-2a reporter, luciferase luminescence, overnight;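 active = inhibition of the luminescence signal of 40% or more relative to plate controls, in a single-dose primary screen at 18.75 µM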
NR2E3 ag-1: agonists of human NR2E3 nuclear receptor. Q9Y5X4. CHO-S Gal4-NCOR/VP16-NR2E3 two-hybrid, luciferase. inhibition of corepressor binding, % at 3.98 µM. 360,000 compounds, 0.35% hits. AID 602229;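 active = inhibition above the mean of all tested compounds plus 3 SD, cut at about 70% in these data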;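 also: 0% = DMSO with NR2E3 transfected cells and 100% = cells lacking NR2E3 construct; higher means lower luciferase signal from less NR2E3 corepressor binding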
Target sequence (Q9Y5X4 whole entry, looked up, the tested form may be a part): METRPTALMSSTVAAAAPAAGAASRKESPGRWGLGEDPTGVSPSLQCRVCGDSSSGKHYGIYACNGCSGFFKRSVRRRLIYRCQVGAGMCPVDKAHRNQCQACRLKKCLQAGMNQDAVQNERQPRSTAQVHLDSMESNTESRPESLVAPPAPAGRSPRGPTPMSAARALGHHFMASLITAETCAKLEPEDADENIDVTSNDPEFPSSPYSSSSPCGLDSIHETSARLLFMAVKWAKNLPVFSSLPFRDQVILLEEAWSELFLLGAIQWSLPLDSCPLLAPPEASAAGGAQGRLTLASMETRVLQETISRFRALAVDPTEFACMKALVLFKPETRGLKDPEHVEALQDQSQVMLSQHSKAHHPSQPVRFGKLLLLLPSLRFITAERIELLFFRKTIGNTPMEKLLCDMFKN
NR2E3 ag-2: NR2E3 (human) agonism. 320,000 compounds, 0.12% hits. AID 2300. inhibition of corepressor binding, % at 4.78 µM. GST-NR2E3/biotin-RetCOR TR-FRET, 1536-well. Q9Y5X4;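 active = percent inhibition above the cutoff of mean plus 3 SD of all tested compounds, set per screening campaign, cut at about 20% in these data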;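 also: 0% = DMSO wells and 100% = biotin wells as full block of FRET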
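Assay system: NR2E3–RetCOR corepressor complex. Quantity: 1.35 nM GST-NR2E3. Buffer or medium: pH 7.5 Tris-based buffer. Reagent: biotinylated RetCOR corepressor at 7 nM final. Schedule: 5 h at 4 °C. Detection: TR-FRET, emission read at 617 and 671 nm. Replicates: one well per compound, singlicate testing.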
* = called active by the depositor; nt = no result given. Not all compounds are listed. The share of hits here may be higher or lower than overall.

SMILES	LMP1 NFkB inh	TRPM1 prom inh	Shn3 inh set2	KKLEB cytotox	CF NFkB block	hiPSC survival	Peg3 prom inh	C8 TRAIL sens	HIF-2a block	NR2E3 ag-1	NR2E3 ag-2
CCOc1ccc(/C(O)=C2\C(=O)C(=O)N(c3ccccn3)C2c2ccccc2F)c(C)c1 (stereo not given)	-5	nt	-1	-4	14	-1.3	-8	-5	-77	21	nt
O/N=C1\CCCc2ccccc21	-6	11	10	11	-14	2.3	0	-3	8	-11	-4
Cc1ccc(S(=O)(=O)Cn2nnnc2C(C(C)C)N2CCN(c3nc4ccccc4s3)CC2)cc1 (stereo not given)	6	9	42	8	-18	-1.8	17	3	7	-10	3
O=C(CN1C(=O)C2C3CC(C(Br)C3Br)C2C1=O)N1CCN(Cc2ccccc2)CC1 (stereo not given)	0	2	-12	16	13	-0.4	-8	2	8	-38	0
CCOC(=O)C1(C)C=C(Nc2ccc(NC(C)=O)cc2)C(=O)N1c1ccc(NC(C)=O)cc1 (stereo not given)	-32	1	15	7	-20	0.6	8	29	9	10	1
O=C(CC(c1ccccc1)c1cc(Br)ccc1O)N1CCCCC1 (stereo not given)	-7	9	7	-28	21	0.6	18	-38	31	-13	1
C[C@@H]1CN([C@H](C)CO)C(=O)Cc2cc(NC(=O)CCC(F)(F)F)ccc2O[C@@H]1CN(C)C(=O)NC1CCCCC1	-13	4	1	0	23	-0.2	1	-8	-5	24	nt
COc1ccc(-n2c(C)c(C(C)=O)c3cc(OCC(N)=O)ccc32)cc1	6	2	13	-10	3	-0.3	28	-20	20	-17	2
COC(=O)c1sccc1NC(=S)OC	-3	-11	-4	-10	3	-0.1	1	11	-5	10	2
Cc1cccc(N2CCN(C(=O)CCCn3c(=O)[nH]c4ccsc4c3=O)CC2C)c1 (stereo not given)	3	-9	0	1	14	-0.2	30	9	2	2	-2
CCN(CC)CCNC(=O)c1ccc(NC(=O)C2CCN(S(=O)(=O)c3ccc4c(c3)OCCO4)CC2)cc1	5	9	2	5	6	-0.3	0	-3	-2	9	-2
C/C(=N/NC(=O)c1cccs1)c1ccc(NC(=O)COc2ccc(Cl)cc2)cc1	-7	16	-16	-41	59*	-0.8	29	41	0	-92	4
Cc1ccccc1C(C(=O)NCc1ccccc1)N(Cc1ccco1)C(=O)c1ccccn1 (stereo not given)	4	11	2	9	-5	-1.5	31	16	10	-2	-1
COc1ccc(CCNC(=O)CSc2nn(-c3ccccc3)c(=S)s2)cc1OC	3	1	-2	-6	-25	3.7	25	-20	18	-28	0
Cc1cc(Br)c(S(=O)(=O)NCCN2CCOCC2)cc1C	-3	1	-1	4	-14	9.1	19	-4	5	-11	1
CCOP(=O)(c1ccccc1)C1(O)CCCCC1 (stereo not given)	-4	-7	-14	3	-19	0.4	8	12	16	-11	1
CCNC(=O)C1CCCN1S(=O)(=O)c1ccc(C)cc1 (stereo not given)	-17	4	-14	9	9	2.6	-2	20	6	3	0
Cc1occc1C(=O)Nc1ccc([N+](=O)[O-])cc1Br	-1	-8	-19	-4	-21	-0.3	-23	-5	-37	3	1
C(=N\Nc1ccccc1)/c1nc2ccccc2s1	-69	-9	-79	4	-17	-0.3	-278	12	-217	-117	4
COc1ccc(NC(=O)CSc2nnc(C)n2C2CC2)cc1S(=O)(=O)N1CCOCC1	-3	4	-37	10	2	0.3	12	-24	12	-28	3
CN(C(=O)CSc1n[nH]c(N)n1)C1CCCCC1	-1	-2	-3	-6	-19	-0.8	3	-21	-3	-4	nt
CCc1cc(-c2[nH]ncc2-c2ccc(OC)cc2)c(O)cc1O	10	-1	1	3	76*	2.3	55*	8	31	-34	2
COc1ccc([C@H]2/C=C\CN(C(=O)C3CC3)[C@@H](C)C(=O)N2Cc2ccc(F)cc2)cc1	1	7	-9	-2	13	-0.5	-12	-17	2	-19	1
CCN(CC)C(=O)CSCC(=O)Nc1ccccc1	6	6	-24	-5	-1	-3.3	1	-12	11	-1	-1
CCOc1ccc(C(=O)N2CCN(S(=O)(=O)c3cccs3)CC2)c(OCC)c1	-5	-3	-4	-13	29	0.7	16	-17	14	-33	0
Cc1nn(C)cc1CN(C)C(=O)c1nn2c(c1Cl)NC(c1cccs1)CC2C(F)(F)F (stereo not given)	-4	10	9	-14	8	-1.3	15	-18	-1	21	2
Nc1ccc2oc(-c3cccc(Br)c3)nc2c1	-18	-44	nt	1	-15	-0.3	-259	20	-76	-67	3
CCc1cc2cc(C(=O)Nc3ccc(C)cc3)sc2s1	-9	-43	-16	6	-8	1.2	-109	8	-175	1	33*
Cc1ccsc1/C=N/NC(=O)CNC(=O)c1ccco1	1	3	-3	-20	1	2.9	-14	-4	-16	-29	3
COc1ccccc1NC(=O)N1CCCC1C(=O)NCc1ccccc1F (stereo not given)	1	19	-16	-4	2	2.2	10	-3	10	-5	2

The last 2 entries of the section before come first, to join the parts.
SMILES	LMP1 NFkB inh	TRPM1 prom inh	Shn3 inh set2	KKLEB cytotox	CF NFkB block	hiPSC survival	Peg3 prom inh	C8 TRAIL sens	HIF-2a block	NR2E3 ag-1	NR2E3 ag-2
Cc1ccsc1/C=N/NC(=O)CNC(=O)c1ccco1	1	3	-3	-20	1	2.9	-14	-4	-16	-29	3
COc1ccccc1NC(=O)N1CCCC1C(=O)NCc1ccccc1F (stereo not given)	1	19	-16	-4	2	2.2	10	-3	10	-5	2
Cc1ccc(CCN2C(=O)c3ccccc3C2C(=O)NCc2cccnc2)cc1 (stereo not given)	-7	17	3	2	-14	0.4	-31	-33	7	-15	-1
Cc1cc(S(=O)(=O)NC[C@H]2O[C@@H](n3cnc4c(N)ncnc43)[C@H](O)[C@@H]2O)c(C)s1	1	-2	-18	4	-10	-1.9	6	-11	-12	4	nt
O=C(Cc1ccc(-n2c(=S)[nH]c3ccccc3c2=O)cc1)N1CCN(c2ccccc2)CC1	19	-12	13	17	-16	-1.4	13	7	15	24	1
CCOc1ccc(-n2c(SCC(=O)Nc3cc(C(=O)O)ccc3Cl)nc3ccccc3c2=O)cc1	-3	15	-2	14	-2	-0.6	22	8	13	-8	-2
CSc1nc(Oc2ccc(C)cc2)cc(C(F)(F)F)n1	-1	5	5	2	-4	-2.3	2	-8	14	-5	1
CS(=O)(=O)c1ccc2nc(NC(=O)c3ccc(=O)[nH]c3)sc2c1	-27	-27	-11	2	-14	-0.1	8	32	-1	-22	1
N#Cc1c(N)nc2c(c1-c1ccccc1)CCCC2	1	0	19	-9	31	-1.1	13	-3	21	-7	4
COc1ccccc1Cn1c(C)nc2ccccc21	nt	nt	-10	-8	0	0.3	14	-16	15	-13	3
CCOc1ccc2oc(-c3ccccc3)c(C(=O)N(C)C)c2c1	0	11	3	10	-12	1.7	22	-3	-2	14	3
COc1ccccc1CNC(=O)c1cc(C(=O)CC(C)C)c[nH]1	11	8	5	1	13	0.0	13	4	-11	-12	-1
COc1ccc(NC(=O)N(C)C[C@H]2Oc3c(NS(=O)(=O)c4ccc(F)cc4)cccc3C(=O)N([C@H](C)CO)C[C@@H]2C)cc1	-16	4	-44	13	-4	0.5	-10	-8	6	-19	nt
Nc1nonc1C(=Nc1ccccc1)NO	5	0	7	-1	0	0.0	10	4	-5	-16	2
CCn1c(SCC(=O)c2ccc3c(c2)Cc2ccccc2-3)nnc1-c1ccc(N)cc1	17	0	12	1	-11	-2.4	-8	23	-19	-15	-7
C/C(=N\NC(=O)c1cccc(S(=O)(=O)N2CCOCC2)c1)c1ccc(OC(F)F)cc1	-3	9	-8	4	-22	0.2	-3	-6	10	-3	-5
Cc1ccc(C2C(C#N)=C(N)Oc3n[nH]c(C)c32)cc1 (stereo not given)	9	4	5	8	-1	-0.7	6	-10	12	-1	-3
COC(=O)c1cc(NC(=O)c2ccoc2C)cc(C(=O)OC)c1	0	-1	-11	3	-27	-3.1	6	-22	0	-19	6
Cc1ccc(CNC(=O)CCS(=O)(=O)c2ccc3c(c2)NC(=O)CS3)cc1	6	7	-1	5	8	0.1	11	-12	11	4	-1
CC(C)(C)c1ccc(OCC(=O)N(c2ccccn2)C2CCCCC2)cc1	1	-8	49	13	8	-2.9	-5	6	27	5	0
CN1CCCN(Cc2nc(-c3cccc(C(F)(F)F)c3)no2)CC1	1	9	-19	-15	-4	-0.6	-15	17	-16	8	1
Nc1nc2ccc([N+](=O)[O-])c(N)c2s1	1	-7	11	-7	25	-2.8	-4	7	-21	5	4
CCOc1cc(C(=S)N2CCN(C)CC2)ccc1OCC(=O)N1CCOCC1	-14	-3	23	-6	5	-1.6	7	-20	4	-30	0
CC(C)CC(=O)Nc1ccnn1C1CCN(C(=O)c2ccccc2F)CC1	-2	-3	-12	7	11	0.8	-13	4	-47	-42	2
COc1ccc(CCN2CC(C(=O)NCCCn3nc(C)cc3C)CCC2=O)cc1 (stereo not given)	-5	10	-13	-16	2	-0.5	-14	-3	-12	8	6
CN(c1ccc(C(=O)Nc2ccc3c(c2)OCO3)cc1)S(C)(=O)=O	-14	-43	-54	0	-20	1.8	-116	9	-186	-42	3
